# Shn3 inh set2 = reduces Shn3 3'UTR luciferase signal in osteoblasts. Clone20 osteoblast Shn3 3'UTR firefly luciferase, 24 h. AID 588674. hit rate 0.52% among 360,000. inhibition, % at 12.5 µM;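 active means mean inhibition of at least 75% with every replicate also reaching 75%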;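 further: 0% = median of neutral control wells and 100% = pilot-screen positive control compound; some compounds past the cut are filed as inactive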
# HTR2A ag = activates the mouse 5-HT2A serotonin receptor. CHO-K1 mHTR2A beta-arrestin complementation, luminescence; percent of 30 µM serotonin response. AID 624169. activation, % at 7.6 µM. P35363. hit rate 0.66% among 360,000;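 active means activation above a run cutoff, the mean activation of all tested compounds plus 3 SD, cut at about 14% in these data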;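 further: 0% = plate median of compound wells and 100% = 30 µM serotonin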
# H9c2 protect = myocardial damage modulation in H9c2 cells; protection from H2O2 cell death, % at 20 µM; hit rate 0.63% among 360,000; H9c2 cardiomyocytes, H2O2 injury protection, ATPLite, 2 h;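 active means compounds giving at least 50% protection of heart cells from peroxide-induced death in the single-dose screen, raw or plate-pattern-corrected value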;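 further: 0% = DMSO wells with peroxide and 100% = DMSO wells without peroxide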
# NR2E3 ag-1 = agonists of human nuclear receptor NR2E3. Q9Y5X4. GST-NR2E3/biotin-RetCOR TR-FRET, 1536-well. inhibition of corepressor binding, % at 4.78 µM. hit rate 0.12% among 320,000. AID 2300;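 active means percent inhibition above the cutoff of mean plus 3 SD of all tested compounds, set per screening campaign, cut at about 20% in these data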;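 further: 0% = DMSO wells and 100% = biotin wells as full block of FRET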
# Target sequence (Q9Y5X4 whole entry, looked up): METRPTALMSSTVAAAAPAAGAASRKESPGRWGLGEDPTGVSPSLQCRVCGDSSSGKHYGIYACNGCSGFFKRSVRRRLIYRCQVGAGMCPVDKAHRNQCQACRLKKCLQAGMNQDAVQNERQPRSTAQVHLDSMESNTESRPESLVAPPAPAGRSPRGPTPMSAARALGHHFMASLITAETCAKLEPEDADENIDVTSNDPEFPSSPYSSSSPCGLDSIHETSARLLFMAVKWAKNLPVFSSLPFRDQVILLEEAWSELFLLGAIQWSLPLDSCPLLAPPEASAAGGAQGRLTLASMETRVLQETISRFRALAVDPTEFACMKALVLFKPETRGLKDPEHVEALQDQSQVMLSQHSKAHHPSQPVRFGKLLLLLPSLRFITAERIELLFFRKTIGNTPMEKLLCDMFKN
#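 Assay system: NR2E3–RetCOR corepressor complex. Quantity: 1.35 nM GST-NR2E3. Buffer or medium: pH 7.5 Tris-based buffer. Reagent: biotinylated RetCOR corepressor at 7 nM final. Schedule: 5 h at 4 °C. Detection: TR-FRET, emission read at 617 and 671 nm. Replicates: one well per compound, singlicate testing.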
# hiPSC survival = increases survival of single human iPS cells; hiPSC single-cell survival, ATPlite luminescence; 100% = ROCK inhibitor wells, 0% = DMSO; survival enhancement, % at 20 µM; hit rate 0.044% among 360,000; AID 602274; in the data active means survival enhancement above about 18%;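 further: cells exposed to compounds for 16 hours before the ATP read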
# TRPM1 prom inh = inhibitors of MITF-driven TRPM1 promoter in melanoma cells; SK-MEL-5 TRPM1 promoter luciferase, 24 h; inhibition, % at 12.5 µM; hit rate 0.83% among 330,000; AID 488899;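 active means mean inhibition across replicates of 60% or more, whatever share of single replicates reaches that level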; further: values of inactives mirror those of a sister screen read the other way
# HIF-2a inh = blocks HIF-2a reporter activity | 786-0 RCC cells HIF-2a reporter, luciferase luminescence, overnight | inhibition, % at 18.8 µM | hit rate 0.72% among 360,000 | AID 624352;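 active means inhibition of the luminescence signal of 40% or more relative to plate controls, in a single-dose primary screen at 18.75 µM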
# CaV13 FRET inh = Primary screen for inhibitors of IQ motif and Ca2+-dependent inactivation inhibitor domain binding in CACNA1D, Förster resonance energy transfer in living cells, …; HEK cells, CFP/YFP FRET ICDI-IQ, plate reader, 10 min; percent FRET-ratio fall versus neutral wells; hit rate 0.098% among 340,000; inhibition, % at 12.3 µM; AID 743397;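 active means mean replicate inhibition of at least 30% and at least 1% of replicates passing that level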;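 further: 0% = median of the neutral control wells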
# NR2E3 ag-2 = human photoreceptor-specific nuclear receptor agonism; AID 602229; inhibition of corepressor binding, % at 3.98 µM; CHO-S Gal4-NCOR/VP16-NR2E3 two-hybrid, luciferase; hit rate 0.35% among 360,000;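 active means inhibition above the mean of all tested compounds plus 3 SD, cut at about 70% in these data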;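 further: 0% = DMSO with NR2E3 transfected cells and 100% = cells lacking NR2E3 construct; higher means lower luciferase signal from less NR2E3 corepressor binding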
# Peg3 prom inh = Peg3 promoter activity inhibition; HeLa PEG-Prom luciferase reporter, luminescence, overnight; inhibition, % at 20 µM; hit rate 1.7% among 360,000;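 active means inhibition of at least 50% at 20 µM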
# PDI turbidity = blocks human protein disulfide isomerase activity; P07237; PDI insulin aggregation turbidity, A650, 90 min; inhibition, % at 10 µM; hit rate 0.052% among 350,000;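 active means mean inhibition across replicates of 30% or more, whatever share of single replicates reach that level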;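 further: absorbance from insulin aggregation driven by PDI reduction with DTT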
# Target sequence (P07237 whole entry, looked up): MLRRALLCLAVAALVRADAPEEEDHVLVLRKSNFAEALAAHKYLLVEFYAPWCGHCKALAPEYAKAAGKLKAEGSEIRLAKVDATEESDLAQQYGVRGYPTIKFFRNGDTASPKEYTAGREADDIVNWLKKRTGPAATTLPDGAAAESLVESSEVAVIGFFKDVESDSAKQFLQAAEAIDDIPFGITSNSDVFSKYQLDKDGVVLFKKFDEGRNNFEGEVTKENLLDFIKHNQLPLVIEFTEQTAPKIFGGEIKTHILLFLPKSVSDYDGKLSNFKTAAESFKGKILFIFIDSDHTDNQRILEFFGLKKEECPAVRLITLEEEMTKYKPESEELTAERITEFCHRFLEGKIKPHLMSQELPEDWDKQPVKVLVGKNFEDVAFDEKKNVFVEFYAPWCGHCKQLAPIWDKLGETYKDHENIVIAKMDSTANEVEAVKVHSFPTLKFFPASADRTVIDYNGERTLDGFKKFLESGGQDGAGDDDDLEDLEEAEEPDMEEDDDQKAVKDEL
# * hit, by the source's call; / = no result given.
SMILES,Shn3 inh set2,HTR2A ag,H9c2 protect,NR2E3 ag-1,hiPSC survival,TRPM1 prom inh,HIF-2a inh,CaV13 FRET inh,NR2E3 ag-2,Peg3 prom inh,PDI turbidity
Cc1cccc(NC(=O)COC(=O)c2cc(C)oc2C)c1,-20,-4,8,3,0.9,-2,4,-4,-6,9,6
O=C1c2ccccc2NC(c2ccco2)N1/N=C/c1ccco1 (stereo not drawn),-34,-1,6,1,-1.7,-28,-108,-7,-39,-79,6
CCCCNC(=O)C1CC(=O)N(C2CCCCC2)C1 (stereo not drawn),13,4,7,2,4.1,9,5,/,1,7,-1
NS(=O)(=O)c1ccc(NC(=O)NC2CC(=O)N(c3ccc4c(c3)OCCO4)C2)cc1 (stereo not drawn),7,3,-1,0,0.0,-12,13,-6,-10,-4,-1
Cc1ccccc1NS(=O)(=O)c1cc(C(=O)NCCC2=CCCCC2)ccc1Cl,-21,-2,-3,-3,2.8,12,21,-5,-4,14,3
CC(C)(C)c1ccc(CCC2OCC(C[N+]3(C)CCOCC3)O2)cc1 (stereo not drawn),19,2,0,2,0.2,4,14,-5,-6,10,-2
C#CCNC(=O)C1=C[C@@H](c2ccc(Br)cc2)C[C@@H](OCCCCO)O1,4,3,2,-1,1.2,1,-20,-7,-31,-3,-4
CCOC(=O)C1C(=O)N(O)CC1c1cccc(Oc2ccccc2)c1 (stereo not drawn),5,1,-2,0,-1.2,6,20,-3,4,12,-1
COc1ccccc1C(=O)NC(=S)Nc1ccccc1N1CCCC1,-47,-3,1,1,0.1,1,-105,-3,-12,-29,-7
CC(C)C(C)N(Cc1cccc(C(=O)O)c1)C(=O)c1ccc2ccccc2n1 (stereo not drawn),-37,1,0,-6,-0.2,/,14,-4,-14,9,-1
CCOc1cccc(CNc2ccc(O)cc2)c1OCc1ccc(Cl)cc1,3,2,0,1,-0.8,-6,6,0,-5,14,0
CCc1cc2c(=O)n3c(nc2s1)-c1[nH]c2ccc(OC)cc2c1CC3,-59,8,0,-3,-0.9,-47,-104,-4,-45,-110,-11
Cc1cccnc1NC(=O)c1cccc(S(=O)(=O)N2CCN(c3ccc(F)cc3)CC2)c1,31,-1,-10,1,-0.3,1,9,/,4,17,-9
CCc1nnc(NC(=O)CCC(=O)NC2CC2)s1,-2,1,11,2,-0.5,-5,13,-7,11,-8,-4
Cc1noc(/C=C/c2ccco2)c1S(=O)(=O)N1CCC(C(=O)NC(C)c2ccccc2)CC1 (stereo not drawn),11,2,5,6,-3.1,/,7,-6,9,11,/
O=C(Cc1ccc(NC(=O)C2CCN(C(=O)CCc3ccccc3)CC2)cc1)Nc1ccc(C(=O)N2CCOCC2)cc1,12,-2,-19,/,-1.8,-10,4,-9,12,-7,-5
COc1ccc(C)cc1NC(=O)c1ccc2c(SCC(=O)O)c3c(nc2c1)CCCC3,7,4,2,8,0.1,-22,3,-5,-4,6,-2
Cc1nc(-c2ccc(NC(=O)c3ccc(Br)o3)cc2)cs1,-32,0,-15,-2,-0.5,-41,-224,0,-82,-231,-4
CCOc1cc(CN2CCN(C(=O)c3ccco3)CC2)ccc1OC,8,18*,-3,-2,-1.8,-17,4,-6,-21,14,-1
Cc1ccc(NS(=O)(=O)N2CCOCC2)c(C)c1,-4,-2,3,4,-0.3,0,10,-5,11,-5,4
COc1ccc(C(CNC(=O)COc2cccc(C(F)(F)F)c2)N2CCCC2)cc1 (stereo not drawn),16,-10,9,32*,0.8,-2,-7,-5,5,-8,-5
Cc1ccc(OCC(=O)NNC(=O)C2CCN(c3ncccn3)CC2)cc1,-19,2,-1,2,-1.3,4,11,/,-10,0,-4
CC(C)(C)NC(=O)C(c1ccc(F)cc1)N(C(=O)CCC(=O)Nc1ccccn1)C1CCCC1 (stereo not drawn),-2,0,3,3,0.6,16,9,-6,-25,12,2
Nc1nc(-c2nonc2N)no1,-3,2,4,4,-2.0,8,13,-2,-4,11,4
O=C(Nc1ncc(Cc2ccc(C(F)(F)F)cc2)s1)c1ccc(-c2cccc([N+](=O)[O-])c2)o1,28,2,-4,-1,-1.1,18,-2,-21,-8,-6,-4
COc1ccc(C2(C)NC(=O)N(CC(=O)Nc3cccnc3Cl)C2=O)cc1 (stereo not drawn),6,-5,13,3,0.0,-2,12,-10,-4,2,10
CCOC(=O)c1c(C)[nH]c(C(=O)N/N=C/c2cc([N+](=O)[O-])ccc2O)c1C,12,-1,44,7,-0.6,25,-58,-2,-2,24,1
O=C(Nc1ccccc1O)c1ccc2c(c1)C(=O)N(c1ccccc1)C2=O,1,1,1,/,3.3,-8,8,-5,10,17,-50
CC(Sc1nc2nn(-c3ccccc3)c(=O)c-2c2n1CCCCC2)C(N)=O (stereo not drawn),/,2,-5,1,0.3,10,7,-6,7,13,-7
Cc1cc2nnc(SCC(=O)NCc3cccs3)n2c(N)n1,9,0,3,-4,-0.4,1,4,-7,-21,7,-5
C/C(=N\O)c1ccc2c3ccccc3n(C)c2c1,-80,-4,-3,1,-5.3,-23,-264,-3,-88,-258,-3
CCn1c(SCC(=O)Nc2ccccc2N2CCOCC2)nnc1-c1ccccc1O,-8,-2,6,-1,2.3,9,15,/,-14,6,-3
COC(=O)CCC(=O)Nc1ccccc1C(=O)Nc1ccccc1,8,7,-4,4,1.7,1,2,-5,5,7,0
O=C(CNC1CCCCC1)Nc1cccc([N+](=O)[O-])c1,-3,-2,3,1,0.1,0,-59,-5,-12,-32,7
CCOC(=O)c1c(NC(=O)COc2ncnc3sccc23)sc2c1CCC2,-2,-4,-5,3,0.9,2,9,-4,-7,10,-7
CC(=O)Nc1ccc(S(=O)(=O)NCc2cn3ccsc3n2)cc1,19,-2,0,1,-0.5,8,1,-4,-26,11,-3
CCOCCc1c(O)nc(SCC(=O)N2CCOCC2)[nH]c1=O,4,-6,2,3,-0.2,-14,9,-7,-9,12,-42
COc1ccc(S(=O)(=O)N(C)C[C@H]2Oc3ccc(NC(=O)C4CCCCC4)cc3C(=O)N([C@H](C)CO)C[C@@H]2C)cc1,9,2,4,/,-5.0,9,20,-17,21,5,-2
CC(=O)O[C@@H]1[C@H]2[C@@H](C[C@@H](C)[C@@H]3CCC(=O)[C@@]13C)OC(=O)[C@@H]2C,-2,1,9,-1,1.4,-2,9,-5,-27,6,6
CN(CC(=O)Nc1ccc(Cl)cc1)C(=O)C1=COCCO1,-22,-2,2,2,2.5,2,10,-6,-1,0,-3
O=C(C(=Cc1ccccc1)CN1CCCCC1)c1ccccc1,95*,-2,-14,/,-0.4,97*,80*,-6,93*,103*,-4
O=C(COC(=O)CCc1c[nH]c2ccccc12)Nc1cc([N+](=O)[O-])ccc1Cl,6,0,-7,0,-0.6,-4,3,-16,-15,-7,-4
O=C(Cn1nc(-c2ccc(F)cc2)ccc1=O)Nc1ccc2c(c1)OCCO2,0,2,-1,3,-0.5,1,16,-6,2,-5,-2
CCn1c(=O)c2ccccc2n(Cc2cccc(C)c2)c1=O,14,1,4,0,0.0,-2,25,-5,7,21,-43
O=c1[nH]c(NCc2ccccc2)nc2c1CCC2,-28,4,10,-3,-1.7,-9,18,/,13,12,0
Cc1ccc(NC(=O)COc2coc(CN3c4ccccc4CC3C)cc2=O)c(C)c1 (stereo not drawn),6,5,-1,-1,1.3,6,4,-6,-22,30,-2
Cc1ccc(NCN2C(=O)c3ccccc3C2=O)c(C)c1,-4,2,5,0,3.3,16,-1,-4,-11,-1,20
Nc1[nH]ncc1C(=O)Nc1cccc(C(F)(F)F)c1,/,4,5,0,0.3,5,5,-4,-32,9,-1
O=C(C1Cc2ccccc2CN1S(=O)(=O)c1ccccc1[N+](=O)[O-])N1CCOCC1 (stereo not drawn),-5,-9,2,/,-2.3,-1,5,-6,5,0,0
Cc1ccc(S(=O)(=O)C(CCC(=O)N2CCOCC2)S(=O)(=O)c2ccc(C)cc2)cc1,-18,2,38,1,-0.2,-22,11,-6,4,2,-2
COc1cccc(OCC(O)CNC(=O)c2oc3ccc(C)cc3c2C)c1 (stereo not drawn),-3,-2,4,1,-0.2,0,7,-21,12,8,0
C=CCNc1nc(C(=O)OCC(=O)Nc2ccccc2C(F)(F)F)cs1,-5,9,-4,4,-0.6,2,2,-3,-17,4,2
CCOC(=O)c1c(NC(=O)CSc2nnc(C)c(=O)[nH]2)sc(C)c1-c1ccc(C)cc1,-4,-2,-6,5,-0.2,4,16,-3,-32,12,9
O=C(NNC(=O)c1cc2cc3ccccc3nc2s1)c1cccc(C(F)(F)F)c1,-6,-2,13,-1,5.3,9,4,/,-19,4,-3
CCOC(=O)c1c(C)nc(-c2ccccc2)nc1NC(C)=O,-31,2,4,2,-0.9,-8,-144,-5,-50,-62,-1
Cc1cc(C)nc(Oc2ccc([N+](=O)[O-])cc2)n1,-2,0,12,3,-0.1,2,11,-5,-10,4,14
CCN1CCSc2ccc(C(=O)NCc3cccc(Br)c3)cc21,-8,-9,-7,-1,1.7,-2,-1,-4,-12,11,/
CC(C)c1ccc(NC(=O)CSc2nc(=O)[nH]c3c2CCCC3)cc1,16,4,-8,-3,0.9,19,30,-7,12,16,-11
O=S(=O)(O)c1nc2ccccc2n1Cc1ccc(Cl)cc1Cl,10,-1,0,3,5.8,7,16,/,-15,8,-26
COc1cccc(NC(=O)C2CCCN2C(=O)Nc2ccccc2)c1 (stereo not drawn),3,0,-5,0,-0.3,-7,-2,-5,-6,12,-10
Cc1ccccc1OCC(=O)Nc1ccc2c(c1)C(=O)N(CCC(=O)O)C2=O,11,0,-2,0,-0.2,-2,15,/,-9,-2,4
CC(Oc1cccc2cccnc12)C(=O)N/N=C/c1ccc2c(c1)OCO2 (stereo not drawn),-3,-2,3,0,-0.2,-52,-14,-1,0,-13,/
CC1(C(=O)NS(=O)(=O)C2CC2)CCCN(C(=O)c2cccnc2Oc2ccccc2)C1 (stereo not drawn),3,6,14,/,-0.7,/,16,-7,-7,7,1

# Shown as a hit in TRPM1 prom inh, of those listed so far:
smiles	Shn3 inh set2	HTR2A ag	NR2E3 ag-1	TRPM1 prom inh	HIF-2a inh	CaV13 FRET inh	NR2E3 ag-2	Peg3 prom inh	PDI turbidity
O=C(C(=Cc1ccccc1)CN1CCCCC1)c1ccccc1	95*	-2	/	97*	80*	-6	93*	103*	-4

# A second format for part of the listing above:
# Results follow in this order: Shn3 inh set2	HTR2A ag	H9c2 protect	NR2E3 ag-1	hiPSC survival	TRPM1 prom inh	HIF-2a inh	CaV13 FRET inh	NR2E3 ag-2	Peg3 prom inh	PDI turbidity
- Nc1[nH]ncc1C(=O)Nc1cccc(C(F)(F)F)c1
→ /	4	5	0	0.3	5	5	-4	-32	9	-1
- CCCCNC(=O)C1CC(=O)N(C2CCCCC2)C1 (stereo not drawn)
→ 13	4	7	2	4.1	9	5	/	1	7	-1

# Compounds were not picked by outcome. Share with any hit: about 3.9%.
